Bioassay records from PubChem.
DYRK1A inh – blocks rat Dyrk1A kinase activity; actives 0.43% (n = 310,000); ADP-Glo luminescence, NFATc1 peptide; AID 504441; inhibition, % at 12.5 µM; in the data active = inhibition above about 50%;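 note: plate controls were vehicle with enzyme for no effect and no enzyme for full effect; many of its hits are not listed in these tables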
GSK3beta inhib – blocks human GSK3beta kinase activity | GST-GSK3beta kinase, ADP-Glo luminescence, 60 min; stronger effect = lower value | actives 0.038% (n = 300,000) | AID 2097 | P49841 | activity score (negative = inhibition), % at 10 µM;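 active = more than half of replicate wells score below -50%, meaning over 50% inhibition versus plate controls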;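 note: 0% = median DMSO wells and -100% = median GW8510 positive control wells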
Target sequence (P49841 whole entry, looked up): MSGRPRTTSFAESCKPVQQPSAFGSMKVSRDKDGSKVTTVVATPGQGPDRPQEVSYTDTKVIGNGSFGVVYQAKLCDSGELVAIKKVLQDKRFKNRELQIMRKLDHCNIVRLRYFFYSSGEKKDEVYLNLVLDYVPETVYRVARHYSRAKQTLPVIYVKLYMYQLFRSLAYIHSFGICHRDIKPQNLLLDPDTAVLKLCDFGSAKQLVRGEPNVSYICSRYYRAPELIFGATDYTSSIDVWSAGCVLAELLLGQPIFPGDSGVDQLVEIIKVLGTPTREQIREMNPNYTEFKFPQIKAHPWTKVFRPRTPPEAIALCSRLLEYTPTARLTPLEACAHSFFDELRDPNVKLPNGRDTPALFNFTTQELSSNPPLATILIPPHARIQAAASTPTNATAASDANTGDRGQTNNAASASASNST
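Assay system: GST-fused GSK3beta enzyme, cell-free / Medium: Tris pH 7.5 buffer with MgCl2, DTT, BSA, heparin / Also added: peptide substrate plus 25 µM ATP (final) / Compound: 10 µM single point / Timing: kinase reaction with compound 60 min at room temperature / Detection: ADP-Glo luminescence / Benchmarks: DMSO neutral wells and GW8510 at 20 µM as positive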
PolyA inh – yeast polyadenylation inhibition; S. cerevisiae SKY197-pL101 polyadenylation reporter, beta-gal luminescence; efflux-impaired pdr1/pdr3 knockout yeast; score 100 = 6 SD above DMSO; calls only at 12 µM; actives 0.02% (n = 300,000);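 active = lowest replicate activity score at least 50, where 100 means six control SD above control mean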;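 note: yeast exposed to compound for 9 h at 30 °C; higher score means more reporter readthrough which indicates perturbed polyadenylation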
RGS4 inh – human RGS4 inhibition | actives 0.45% (n = 310,000) | HEK293 M3R/RGS4 inducible, Fluo-4 calcium flux; stronger effect = higher value; triggered by carbachol at its EC20 | P49798 | B-score at 10 µM;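 active = B-score, a plate-corrected calcium signal, over three deviations above library mean, with baseline fluorescence within five deviations of library mean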;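 note: RGS4 expression induced by doxycycline in cells with stable M3 receptor; B-score is computed from the integrated fluorescence ratio over baseline after carbachol; higher B-score means a larger calcium signal and so more RGS4 inhibition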
Target sequence (P49798 whole entry, looked up): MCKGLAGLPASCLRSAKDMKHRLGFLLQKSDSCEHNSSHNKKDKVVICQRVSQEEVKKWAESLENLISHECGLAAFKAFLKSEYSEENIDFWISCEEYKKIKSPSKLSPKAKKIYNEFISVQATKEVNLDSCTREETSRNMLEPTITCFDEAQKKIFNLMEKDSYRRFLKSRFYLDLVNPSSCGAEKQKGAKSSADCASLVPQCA
KCNK9 block – blocks the human KCNK9 two-pore domain potassium channel. actives 1.2% (n = 310,000). HEK293 KCNK9, FluxOR thallium flux fluorescence; stronger effect = lower value. Q9NPC2. AID 488922. B-score at 10 µM;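 active = ratio B-score over 3 SD below the library mean, with starting fluorescence within 5 SD of its mean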;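 note: negative B-score means less thallium flux so channel inhibition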
hERG protect – compounds protecting human hERG from proarrhythmic drug block; Q12809; CHO-hERG, FluxOR thallium flux, dofetilide IC70 present; activation (rescue from dofetilide block), less the hit threshold, % at 10 µM; actives 0.51% (n = 310,000); AID 1511;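 active = activation above the mean of controls blocked by dofetilide plus 5 SD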;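 note: thallium influx through hERG after potassium depolarization seen as dye fluorescence rise; in these data hits start at about 4.7%; inactives centre near -7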
RGS4 act – potentiators or activators of RGS4; actives 0.92% (n = 310,000); B-score at 10 µM; AID 463111; HEK293 M3R/inducible RGS4, carbachol calcium flux Fluo4; stronger effect = lower value;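 active = B-score of the integrated calcium signal more than 4 SD below the library mean, with starting fluorescence not abnormally high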;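 note: negative B-score means reduced calcium response which marks RGS4 activation or potentiation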
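Reagent: ECmax carbachol challenge; Test system: M3R-expressing HEK293 line, RGS4 induced by doxycycline; Schedule: overnight RGS4 induction, 30 min dye load 37 °C, 20 min compound RT; Detection: calcium dye Fluo4 fluorescence; Read-out: Agonist-evoked peak-minus-minimum fluorescence over baseline, integrated ratio, B score.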
GSK3A inh – human GSK-3 alpha kinase inhibition | P49840 | ADP-Glo luminescence, 60 min | inhibition, % at 10 µM | actives 0.1% (n = 320,000);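 in the data active = inhibition above about 50%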;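 note: GST-tagged GSK-3 alpha with peptide substrate and 25 µM ATP; 0% = DMSO neutral wells and 100% = GW8510 positive control wells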
KCNQ1 pot – potentiators or activators of human KCNQ1 potassium channel. CHO-K1 KCNQ1, thallium flux FluxOR fluorescence; stronger effect = higher value. actives 0.35% (n = 310,000). B-score at 10 µM;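 active = fluorescence ratio B-score, a plate-corrected score, at least three library SD, with initial intensity B-score within 5 SD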
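Doses: Single concentration per compound, DMSO matched to controls | Test system: KCNQ1-transfected CHO-K1 cells | Timing: 90 min dye loading and 20 min compound exposure, both at room temperature | Measured by: Kinetic FluxOR thallium fluorescence, 10-s 1-Hz baseline, 110-s post-stimulus read | Medium: Assay buffer with matched DMSO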
KCNQ1 inh – inhibitors of human KCNQ1 potassium channel; CHO-K1 KCNQ1, FluxOR thallium flux fluorescence; stronger effect = higher value; B-score at 10 µM; actives 1.3% (n = 310,000);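 active = compounds whose thallium flux B-score, printed positive for inhibition, exceeds three library SD while starting fluorescence stays within three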;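 note: channel opened by potassium depolarization with thallium stimulus after 20 min compound exposure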
KCNK3 inh – human KCNK3 channel inhibition, primary screen. actives 0.84% (n = 340,000). O14649. CHO-KCNK3 thallium flux, FluxOR fluorescence; stronger effect = lower value. AID 602410. B-score at 10 µM;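 active = B-score under library mean minus 4 SD, starting fluorescence ratio at most library mean plus 5 SD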;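 note: more negative B-score means stronger inhibition of thallium flux through KCNK3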
Target sequence (O14649 whole entry, looked up): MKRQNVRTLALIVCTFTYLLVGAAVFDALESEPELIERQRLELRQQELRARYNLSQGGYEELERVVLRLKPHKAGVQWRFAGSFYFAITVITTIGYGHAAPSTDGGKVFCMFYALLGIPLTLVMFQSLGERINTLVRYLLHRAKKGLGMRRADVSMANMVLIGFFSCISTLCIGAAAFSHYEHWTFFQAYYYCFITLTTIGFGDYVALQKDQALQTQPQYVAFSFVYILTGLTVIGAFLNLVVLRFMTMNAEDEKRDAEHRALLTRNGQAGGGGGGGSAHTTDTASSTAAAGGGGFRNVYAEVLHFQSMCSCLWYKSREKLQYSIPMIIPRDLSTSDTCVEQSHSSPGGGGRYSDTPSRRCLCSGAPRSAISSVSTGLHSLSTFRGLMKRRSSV
* = called active by the depositor; i = inactive; · = not tested or not shown. Not all compounds are listed; the hit share may differ from the screen's.

SMILES	DYRK1A inh	GSK3beta inhib	PolyA inh	RGS4 inh	KCNK9 block	hERG protect	RGS4 act	GSK3A inh	KCNQ1 pot	KCNQ1 inh	KCNK3 inh
COC(=O)Cc1[nH]nc2c1C(c1ccc(O)c(OC)c1)C(C#N)=C(N)O2 (configuration not stated)	13	2	i	i	i	-9	i	5	i	i	i
COc1ccc(O)c(/C=N/NC(=O)c2cccc(N3CCCC3=O)c2)c1	-4	0	i	i	i	-5	i	0	i	i	i
COC(=O)c1ccc(Oc2nc(NC(C)C)nc(NC(C)C)n2)cc1	0	2	i	i	i	-12	i	-4	i	i	i
CCCCNC(=O)c1onc(CSc2cc(C)cc(C)c2)c1C(=O)O	-8	6	i	i	i	-5	i	-11	i	i	i
Cc1sc(-n2c(C)cc(/C=N/n3cnnc3)c2C)c(C#N)c1C	-1	-2	i	i	i	-11	i	2	i	i	i
COc1ccc(S(=O)(=O)N2CCc3cc(OC)c(OC)cc3C2)cc1	-2	-7	i	i	i	-9	i	-1	i	i	i
O=C(NC(=S)NNC(=O)[C@H]1C[C@@H]1c1ccccc1)c1ccc(F)cc1	4	-1	i	i	i	-23	i	-2	i	6*	i
Cc1ccc(/C=N/NC(=O)c2cccc(NC(=O)c3ccccc3Cl)c2)o1	10	0	i	i	i	-12	i	3	i	i	i
Cc1ccc(C)c(Cn2c3ccccc3c3cnn(CC(=O)NCc4ccccn4)c(=O)c32)c1	4	-4	i	i	i	-4	i	-1	i	i	i
Cc1cccc(C)c1NC(=O)CNC(=O)c1ccncc1	2	-7	i	i	i	-13	i	-4	i	i	i
Nc1ccc(-c2nc3ccccc3o2)cc1	-10	1	i	i	i	-8	i	1	i	i	i
Cc1ccc(NC(=O)C2(C)Cc3ccccc3C(=O)O2)cc1 (configuration not stated)	-5	1	i	i	i	-13	i	-2	i	i	i
CCCN1CCC(NC(=O)Nc2ccccc2C(=O)OC)CC1	-6	-4	i	i	i	-12	i	3	i	i	i
CCc1cc(=O)oc2cc(C)cc(OC(C)C(=O)NCc3ccncc3)c12 (configuration not stated)	4	-4	i	i	i	-4	i	6	i	i	i
CN1CCN(NC(=O)CSc2ccc(Cl)cc2Cl)CC1	4	2	i	i	i	-12	i	1	i	i	i
CCNC(=S)N/N=C1\CCCCc2ccccc21	2	5	i	i	i	1	i	-2	i	i	i
CCCc1cc(=O)[nH]c(SCC(=O)Nc2sc3c(c2C#N)CCC(C)C3)n1 (configuration not stated)	·	-10	i	i	i	-31	i	-2	i	i	i
Cc1ccccc1CSc1nnc(-c2ccncc2)o1	29	-55*	i	i	i	-14	i	53*	i	i	i
N#Cc1c(C(F)(F)F)cc(C2CC2)nc1N1CCCC1	14	-4	i	i	i	-3	i	-2	i	i	i
CCOC(=O)c1cc(CC)sc1/N=C/C1=C(O)CC(C)(C)CC1=O	-1	-4	i	i	i	-3	i	-4	i	i	i

Entries above containing a thiophene ring, fused or not, in the order listed:
SMILES	DYRK1A inh	GSK3beta inhib	PolyA inh	RGS4 inh	KCNK9 block	hERG protect	RGS4 act	GSK3A inh	KCNQ1 pot	KCNQ1 inh	KCNK3 inh
Cc1sc(-n2c(C)cc(/C=N/n3cnnc3)c2C)c(C#N)c1C	-1	-2	i	i	i	-11	i	2	i	i	i
CCCc1cc(=O)[nH]c(SCC(=O)Nc2sc3c(c2C#N)CCC(C)C3)n1 (configuration not stated)	·	-10	i	i	i	-31	i	-2	i	i	i
CCOC(=O)c1cc(CC)sc1/N=C/C1=C(O)CC(C)(C)CC1=O	-1	-4	i	i	i	-3	i	-4	i	i	i

Following part:
SMILES	DYRK1A inh	GSK3beta inhib	PolyA inh	RGS4 inh	KCNK9 block	hERG protect	RGS4 act	GSK3A inh	KCNQ1 pot	KCNQ1 inh	KCNK3 inh
O=S(=O)(NC1CCCCC1N1CCN(c2ccc(F)cc2)CC1)c1ccccc1 (configuration not stated)	-6	1	i	i	i	-6	i	-14	i	i	i
Cc1ccc(S(=O)(=O)NC(=O)c2ccc(Br)o2)c(C)c1	3	2	i	i	i	-7	i	-6	i	i	i
Cc1ccc(NC(=O)c2sc3nc(C)cc(C)c3c2N)cc1	0	0	i	i	i	-4	i	-3	i	i	i
Cn1nc(-c2ccc(Cl)cc2)c2cc(C(=O)NCC3CCCO3)sc21 (configuration not stated)	-16	-4	i	i	i	-6	i	2	i	i	i
COc1ccccc1OCc1csc(N)n1	-5	1	i	i	i	-5	i	-8	i	i	i
CCC(=O)N1CCN(c2ccc(NC(=S)NC(=O)c3ccc(OC)c([N+](=O)[O-])c3)cc2)CC1	6	0	i	i	i	-11	i	-2	i	i	i
CCOC(=O)C1CCN(CCCSc2ccccc2)CC1	3	3	i	i	i	0	i	0	i	i	i
NC1=NC2(CCCCC2)N(c2ccc(F)cc2F)C(N)=N1	0	0	i	i	i	-19	i	-2	i	i	i
COC(=O)CCc1ccc(OCC(O)CNC(C)C)cc1 (configuration not stated)	3	2	i	i	i	-8	i	-4	i	i	i
CC1(C(=O)NC2CCCCCCC2)CCC(=O)N1Cc1ccco1 (configuration not stated)	1	3	i	i	i	-8	i	0	i	i	i
Cc1noc(C)c1COc1ccccc1C(=O)NCCc1ccc(Cl)cc1	16	0	i	i	-20*	-15	i	-3	i	i	-9.4*
COc1ccccc1NC(=S)N(Cc1ccco1)Cc1cc2ccc(C)c(C)c2[nH]c1=O	-2	-2	i	i	i	-14	i	-2	i	i	i
CCn1c(Cc2ccc(OC)cc2)nnc1SCC(=O)Nc1ccc(N2CCOCC2)cc1	-5	5	i	i	i	-6	i	-1	i	i	i
Cc1cc(C)cc(N(CC(=O)NC(C)(C)C)C(=O)CCC(=O)Nc2nccs2)c1	10	2	i	i	i	-8	i	-1	i	i	i
CCc1nnc(NC(=O)C(c2ccccc2)c2ccccc2)s1	-3	1	i	i	i	1	i	-2	i	i	i
Cc1[nH]nc2c1C(c1ccco1)C(C#N)=C(N)O2 (configuration not stated)	0	-8	i	i	i	-5	i	3	i	i	i
O=C(C1CCN(S(=O)(=O)c2cccnc2)CC1)N1CCCCC1	1	0	i	i	i	-3	i	2	i	i	i
O=C(Cc1ccccc1)NCC1COc2ccccc2O1 (configuration not stated)	0	2	i	i	i	-5	i	-1	i	i	i
CCN(CC(=O)NC(C)(C)C)C(=O)c1ccccc1SCC(=O)NC1CCCCCCC1	5	1	i	i	i	-8	i	12	i	i	i
CCc1ccccc1NC1=NCC(=O)N1Cc1ccc2c(c1)OCO2	4	-1	i	i	i	-7	i	2	i	i	i
COC(CN1C(=O)C(O)=C(C(C)=O)C1c1ccccn1)OC (configuration not stated)	-2	-4	i	i	i	-10	i	4	i	i	i
O=C(NCCNc1nccc(C(F)(F)F)n1)c1cccs1	10	3	i	i	i	-12	i	6	i	i	i
CCOC(=O)COc1ccc(C(=O)c2ccccc2)c(O)c1	12	-26	i	i	i	0	i	0	i	i	i
Cc1ccc(CN2CCNC(=O)C2CC(=O)N(C)CCc2ccccc2)cc1 (configuration not stated)	-7	5	i	i	i	-8	i	0	i	i	i
O=C(NNC(=O)c1ccncc1)NC1CCCCC1	2	1	i	i	i	8.7*	i	-2	i	i	i
CCOC(=O)C(NC(C)=O)(NC(C)C)C(F)(F)F (configuration not stated)	10	-1	i	i	i	-7	i	-1	i	i	i
O=S(=O)(NCc1ccc(F)cc1)c1ccc(-n2cccn2)cc1	-5	6	i	i	i	-6	i	-3	i	i	i
O=C(CSc1nc2sc3c(c2c(=O)[nH]1)CCCC3)NCCO	3	1	i	i	i	-6	i	-3	i	i	i
COc1ccc(OCC(=O)N/N=C(\C)c2cc3ccccc3o2)cc1	5	-3	i	i	i	-6	i	·	i	i	i
Cc1nsc(N)c1C(=O)O	3	0	i	i	i	-7	i	-3	i	i	i
Cc1ccc(NC(=O)N2CCN(C/C=C/c3ccccc3)CC2)cc1	2	1	i	i	i	-7	i	-5	i	i	i
CCCC(=O)Nc1ccc(C(=O)Nc2cccc(OC)c2)cc1	-3	3	i	i	i	-3	i	-1	i	i	i
Cc1nc2cc(NS(=O)(=O)c3ccccc3F)ccc2s1	-3	3	i	i	i	-9	i	-4	i	i	i
O=C(c1ccncc1)c1ccc(N2CCN(C3CC(=O)N(Cc4ccccc4)C3=O)CC2)cc1 (configuration not stated)	-1	-2	i	i	i	-16	i	-1	i	i	i
O=C(CN1C(=O)NC2(CCCCCCC2)C1=O)NC(=O)NCc1ccco1	0	1	i	i	i	-1	i	-9	i	i	i
CCn1nc(NC(=O)c2ccncc2)c2cc3cc(C)ccc3nc21	-1	0	i	i	i	-8	i	2	i	i	i
FC(F)(F)c1nnc2sc(-c3cccs3)nn12	-1	1	i	i	i	-2	i	-1	i	i	i
O=C(CCCCn1c(=O)c2ccccc2n(CC(=O)Nc2ccccc2)c1=O)NCc1ccco1	0	1	i	i	i	-3	i	1	i	i	i
O=C(COc1ccc(F)cc1F)NNC(=O)Nc1cccc([N+](=O)[O-])c1	12	10	i	i	i	-10	i	1	i	i	i
Cn1c(=O)c2ccccc2n(Cc2cccc(F)c2)c1=O	·	1	i	i	i	-2	i	0	i	i	i
CN(Cc1cccc(Cl)c1)C(=O)C1CCC(=O)N(C2CC2)C1 (configuration not stated)	-2	-2	i	i	i	-6	i	2	i	i	i

Entries shown so far that have a COOH group:
SMILES	DYRK1A inh	GSK3beta inhib	PolyA inh	RGS4 inh	KCNK9 block	hERG protect	RGS4 act	GSK3A inh	KCNQ1 pot	KCNQ1 inh	KCNK3 inh
CCCCNC(=O)c1onc(CSc2cc(C)cc(C)c2)c1C(=O)O	-8	6	i	i	i	-5	i	-11	i	i	i
Cc1nsc(N)c1C(=O)O	3	0	i	i	i	-7	i	-3	i	i	i
